# Screens: PubChem BioAssay, several laboratories
# MITF TRPM1 HTS: activators of MITF-driven TRPM1 promoter activity in SK-MEL-5 cells; SK-MEL-5 TRPM1-promoter luciferase, 24 h; % of positive control, neutral wells = 0; activation, % at 12.5 µM; hit rate 0.75% among 300,000;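 active means mean activation of at least 80% with every replicate also reaching 80%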;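 further: 0% = neutral control wells and 100% = parthenolide positive control wells; values of inactives mirror those of a sister screen read the other way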
# CDK5 inh: inhibitors of human CDK5/p35 kinase; hit rate 0.01% among 330,000; inhibition, % at 10 µM; Recombinant CDK5/p35, ADP-Glo luminescence, 60 min;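 active means highest replicate inhibition of at least 50% and at least 75% of replicates reaching 50%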;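 further: plate controls were DMSO neutral control for no effect and GW8510 at 10 µM for full effect; many of its hits are not listed in these tables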
# Tat export inh: E. coli Tat transport inhibition; E. coli MC4100 TorA-mCherry Tat export, fluorescence; hit rate 0.036% among 340,000; inhibition, % at 10 µM;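 active means mean replicate inhibition at least 50% and at least half of replicates individually reaching 50%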;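 further: exported cargo escapes ClpAP degradation while cytoplasmic cargo is degraded and loses fluorescence; 0% = median of neutral control wells and 100% = median of NaSCN control wells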
# RTF Ca sens act: cardiac RTF calcium sensitization; P19429+P45379; IANBD-labeled TnC RTF fluorescence at EC20 calcium; 0% EC20 calcium, 100% full calcium; activation, % at 7.2 µM; hit rate 0.24% among 340,000;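 active means activation above the mean over all tested compounds plus 3 SD, cut at about 30% in these data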;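 further: rise in fluorescence read as greater calcium sensitivity of cardiac thin filaments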
# dFosB activator: activators of mouse delta FosB homodimer; P13346; purified delta FosB, TAMRA-CDK5 oligo fluorescence polarization; percent of positive-control signal above neutral wells; activation, % at 25 µM; hit rate 0.99% among 340,000; AID 493131;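 active means mean activation above about 17%, with every replicate also reaching it, limit read from the data, passing the limit was not always enough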;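 further: fluorescence polarization rise as delta FosB binds a TAMRA Cdk5 AP-1 oligo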
# Target sequence (P13346 whole entry, looked up): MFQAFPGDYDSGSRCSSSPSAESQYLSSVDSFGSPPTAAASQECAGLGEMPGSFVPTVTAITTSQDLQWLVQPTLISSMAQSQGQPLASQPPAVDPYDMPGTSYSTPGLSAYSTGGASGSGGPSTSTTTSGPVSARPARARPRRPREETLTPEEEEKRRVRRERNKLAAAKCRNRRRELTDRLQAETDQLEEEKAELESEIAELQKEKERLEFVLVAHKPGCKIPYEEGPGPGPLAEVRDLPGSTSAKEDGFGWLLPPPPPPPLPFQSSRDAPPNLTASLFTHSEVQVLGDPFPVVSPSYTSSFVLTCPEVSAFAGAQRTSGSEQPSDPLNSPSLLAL
# Wnt act: activates Wnt/beta-catenin signaling in a reporter cell assay; hit rate 1.2% among 300,000; activator, plate reader; AID 743398; activation, % at 9.35 µM; in the data active means activation above about 30%, passing the limit was not always enough;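 further: 0% = neutral control wells and 100% = positive control wells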
# V-ATPase pHluor: alters yeast V-ATPase proton transport. response, % at 10 µM. S. cerevisiae, pHLuorin cytosolic pH fluorescence. hit rate 0.37% among 350,000; in the data active means response mostly above about 7.3%, no sharp cut-off; inactive means mostly below about 5.4%; further: actives read high; inactives centre near 0; some compounds called inactive have numbers as strong as hits
# Rtt109 HAT inh: C. albicans Rtt109 histone acetyltransferase inhibition; Q5AAJ8; purified Rtt109/Vps75, ThioGlo CoA-SH fluorescence, 4 h; inhibition, % at 34.9 µM; hit rate 0.16% among 330,000; AID 540336;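 active means inhibition of at least 50% in every replicate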
# Target sequence (Q5AAJ8 whole entry, looked up): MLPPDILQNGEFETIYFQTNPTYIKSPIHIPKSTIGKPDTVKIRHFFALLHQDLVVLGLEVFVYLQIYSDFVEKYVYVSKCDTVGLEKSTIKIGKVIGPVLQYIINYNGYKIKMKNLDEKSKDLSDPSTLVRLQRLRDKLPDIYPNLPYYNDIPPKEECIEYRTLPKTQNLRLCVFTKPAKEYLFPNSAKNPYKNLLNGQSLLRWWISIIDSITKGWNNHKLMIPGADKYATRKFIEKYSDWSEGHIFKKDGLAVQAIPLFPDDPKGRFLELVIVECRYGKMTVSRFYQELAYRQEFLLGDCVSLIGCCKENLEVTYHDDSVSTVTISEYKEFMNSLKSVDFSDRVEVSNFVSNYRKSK
# CAL PDZ FP-1: blocks peptide binding to the human CAL PDZ domain. Q9HD26. purified CAL PDZ, TMR-peptide fluorescence polarization, 1 h. inhibition, % at 24.9 µM. hit rate 0.92% among 300,000. AID 602252;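 active means mean inhibition of at least 30% with at least half of replicates also reaching 30%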;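 further: 0% = DMSO neutral control and 100% = excess unlabeled competitor peptide PRC23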
# CAL PDZ FP-2: inhibitors of human CAL PDZ peptide binding | Q9HD26 | purified CAL PDZ, TMR-peptide fluorescence polarization, 1 h | inhibition, % at 20 µM | hit rate 0.02% among 330,000 | AID 504414;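 active means highest replicate inhibition of at least 40%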;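 further: plate controls were DMSO neutral control wells for no effect and unlabeled competitor peptide control wells for full effect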
#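 Control set: unlabelled peptide and DMSO controls / Material: purified CerCALP PDZ construct / Timing: 1 h incubation at room temperature before polarization reading / Doses: 20 µM, one dose / Detection: fluorescence polarization (mP)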
# * = called active by the depositor; / = not tested or not shown.
SMILES,MITF TRPM1 HTS,CDK5 inh,Tat export inh,RTF Ca sens act,dFosB activator,Wnt act,V-ATPase pHluor,Rtt109 HAT inh,CAL PDZ FP-1,CAL PDZ FP-2
COc1cc(-c2nnc(SCC(=O)N3CCCC3)o2)cc(OC)c1OC,-8,0.9,-10,0,-2,-1,1,-3,2,-2.4
O=C(COc1ccc(Br)cc1CNC1CCCCC1)NCCc1ccccc1,24,-9.4,4,11,-1,0,5,3,-1,-3.2
CCOC(=O)c1c(C)nc2ccccc2c1C,16,0.0,3,0,3,/,-3,3,0,0.3
Cc1c(NC(=O)Nc2cccc(Cl)c2)c(=O)n(-c2ccccc2)n1C,-15,-1.5,-7,-4,-3,/,2,2,/,0.6
CC(C)CC(=O)NN1CCCCC1,-9,-2.1,-4,-3,-4,/,3,-7,0,0.5
Cc1ccc2nc(-c3ccc(NS(=O)(=O)c4ccccc4)cc3)sc2c1,14,1.4,-6,0,-3,0,0,-3,-1,-1.1
CCCC(C)C(=O)Nc1ccc(Cl)cn1 (stereo unspecified),3,0.1,1,-3,3,-1,1,-6,-1,-2.4
Cc1cc(-c2nnc(CCC(=O)NCc3ccc(F)c(F)c3)o2)no1,-9,1.6,8,3,-5,-1,-3,-10,/,-0.7
Cc1ccc(CNC(=O)C2CCCN2C(=O)Nc2cccc(Cl)c2)cc1 (stereo unspecified),7,0.8,3,3,-6,0,-3,-14,-1,-0.1
CCOC(=O)C1=CN(Cc2ccco2)S(=O)(=O)N(CC)C1c1ccc(C(F)(F)F)cc1 (stereo unspecified),6,-6.0,6,0,-8,-3,3,-6,79*,-0.4
O=C(COc1ccc2ccccc2c1Br)Nc1ncn[nH]1,29,-0.1,-5,-1,25*,16,-1,-6,2,-0.1
CCn1c2ccccc2c2cc(/C=N/O)ccc21,4,6.3,-9,6,2,-1,0,7,-2,-6.9
CC(C)(C)C1c2[nH]c3ccccc3c2CCN1CCCn1cccn1 (stereo unspecified),-11,-0.6,1,-3,-12,0,0,/,1,-1.7
N/C(CCN1CCOCC1)=N/O,/,-2.3,-6,6,1,/,1,2,-2,11
Cc1ccc(SCC(=O)N2CCN(c3ccc(F)cc3)CC2)cc1,-2,0.0,-1,-5,-5,-1,2,3,1,-0.6
CC(OC(=O)/C=C/c1ccccc1)C(=O)Nc1cccc(C#N)c1 (stereo unspecified),8,0.8,0,5,4,-2,0,-3,-6,-2.2
CCC(=O)NC(=S)Nc1ccc(NC(=O)c2cccnc2)cc1,/,2.2,8,-1,-5,-2,-2,9,-2,-1.0
CS(=O)(=O)c1ccc(Cl)c(NC(=O)c2cccc(-n3cnnn3)c2)c1,-18,-0.1,7,1,-7,-3,1,7,-4,-1.9
COCCCNC(=O)Cn1cc(/C=C(\C#N)C(=O)NC2CCCC2)c2ccccc21,5,-3.9,-8,-4,-6,0,2,0,-2,-2.2
COc1ccc(CCNC(=O)CN2CCN(c3ccccc3Cl)CC2)cc1,2,0.3,2,-4,0,0,-2,-1,-1,-3.0

# Look-ups from the results shown.
# COCCCNC(=O)Cn1cc(/C=C(\C#N)C(=O)NC2CCCC2)c2ccccc21 in Tat export inh is entered as -8
# COc1ccc(CCNC(=O)CN2CCN(c3ccccc3Cl)CC2)cc1 in MITF TRPM1 HTS is entered as 2

# Further structures follow.
SMILES,MITF TRPM1 HTS,CDK5 inh,Tat export inh,RTF Ca sens act,dFosB activator,Wnt act,V-ATPase pHluor,Rtt109 HAT inh,CAL PDZ FP-1,CAL PDZ FP-2
O=C1C2C3C=CC(C4CC34)C2C(=O)N1/N=C/c1ccc(-c2ccccc2[N+](=O)[O-])o1 (stereo unspecified),7,0.8,9,7,-7,/,2,24,-21,-1.7
COc1ccc(NC(=O)CSc2nnc(CN3CCOCC3)n2C)cc1Cl,-3,-0.2,4,-2,-1,-1,5,-3,1,-1.6
CC(NC(=O)Nc1ncccn1)(C(F)(F)F)C(F)(F)F,-6,1.5,5,5,-6,-6,-1,1,-6,-0.2
Cc1ccc(S(=O)(=O)Nc2ccc(-c3nnc(SCC#N)n3C)cc2)cc1,/,-2.2,5,-1,-9,0,-5,-1,-6,-1.6
O=C(N/N=C\c1ccc([N+](=O)[O-])s1)C1COc2ccccc2O1 (stereo unspecified),-54,1.8,-43,5,0,-4,10,0,-5,-0.6
CCN(CC(=O)Nc1c(F)cccc1F)C(=O)c1cccc(S(=O)(=O)N2CCN(c3ccccc3)CC2)c1,-9,-0.2,-4,-3,-10,0,-3,15,-4,-0.8
CCn1c(SCC(N)=O)nc2sc3c(c2c1=O)CCCC3,22,1.9,5,-3,1,/,-4,-14,-11,-1.3
CC1CC(C)CN(C(=O)CCc2ccccc2)C1 (stereo unspecified),1,1.5,9,-3,10,-3,1,-1,-4,/
COc1cc(OC)c(C(=O)O/N=C(\N)c2ccccn2)cc1OC,26,-1.1,6,-8,7,2,0,-2,-5,-1.4
Nn1c(CSc2nc3ccccc3o2)nnc1CSc1nc2ccccc2o1,-8,1.0,21,3,-11,-2,-3,-6,0,-3.6
CCCc1cc(=O)oc2cc(Oc3ncccn3)ccc12,/,-2.4,1,-4,-4,0,1,-17,-9,-0.7
CC(C)C(=O)NN(C(=O)C(C)C)c1nc2ccccc2s1,/,-1.0,4,4,0,3,-3,-2,-3,-0.1
Cc1cc(C)c(NC2=NS(=O)(=O)c3ccccc32)c(C)c1,-14,-0.3,12,5,-2,/,2,-11,-2,-2.5
N#CCCN(NC1=NS(=O)(=O)c2ccccc21)C(=O)c1ccccc1Br,4,0.1,-3,4,-6,/,-2,4,-1,-1.3
Cc1ccn(-c2cc(O)c(-n3ccc(C)n3)cc2O)n1,44,-0.9,-7,-2,2,6,1,-2,-3,1.1
CC(C)(O)C(=O)N=Nc1c(O)[nH]c2ccccc12,17,-0.2,-5,-1,7,-4,-4,13,1,0.3
COc1cccc(NC(=S)NNC(=O)CCn2cc([N+](=O)[O-])cn2)c1,-13,1.2,-4,/,-3,1,-1,3,0,-1.6
Cc1ccc(OCCC(=O)OCC(=O)N2CCN(S(=O)(=O)c3ccc(C)cc3)CC2)cc1,-8,1.9,-12,-4,-2,-1,1,-9,-5,-2.1
CCOC(=O)C[C@H]1c2cc(C(F)(F)F)ccc2S(=O)(=O)N1C(C)C,7,1.6,4,-1,4,0,0,6,1,0.6
Fc1cccc(Cn2cc(C(=S)N3CCCCC3)c3ccccc32)c1,3,0.1,-5,-4,0,-8,-1,11,-3,-1.0
O=C(c1ccc(S(=O)(=O)NCC2CCCO2)cc1)N1CCc2ccccc21 (stereo unspecified),-14,1.4,-1,-1,12,0,-2,3,-1,-0.1
CC(C)(C)OC(=O)N(CCc1ccccc1)Cc1ccccc1OCc1cccc(NC(=O)C2CCC2)c1,8,-1.1,-4,-5,-7,-3,-4,-2,-6,-0.5
Cc1cc(C)cc(OCCNS(=O)(=O)c2cccs2)c1,-3,0.7,4,3,9,-8,1,4,-5,/
COc1ccc(CNS(=O)(=O)c2cc3c(cc2Cl)NC(=O)CO3)cc1,/,-2.5,0,1,0,-3,-1,1,/,-0.7
O=C(CN1c2ccccc2S(=O)(=O)c2ccccc21)Nc1ccccc1F,1,0.0,8,1,-1,-3,8,37,1,-1.1
Cc1ccccc1NC(=O)Nc1ccc(C(F)(F)F)cc1,38,-0.6,-4,1,-3,38*,7,1,-2,-2.4
COCCCNCC(=O)Nc1sc(C)c(C)c1C(=O)OC,14,-0.8,5,6,-3,/,1,5,12,-1.0
COc1ccc2sc(-c3ccccc3OC)c(-c3ccc4c(c3)OCCO4)c2c1,-3,-3.6,-4,0,-7,2,-1,4,0,-1.0
Cc1ccc(S(=O)(=O)N(C)C)cc1NC(=S)NC1CCCC(C)C1C (stereo unspecified),3,-0.3,6,-2,-3,-4,0,11,18,-0.1
CC1(C)CC(=O)C2=C(C1)OC(N)=C(C#N)C2C1C=CCCC1 (stereo unspecified),4,-1.4,4,-2,-1,-3,2,3,-2,-0.3
COc1cc2c(cc1OC)CN(C(=O)Nc1ccccc1Cl)CC2,8,-0.3,-1,-3,-6,8,7,-3,-7,-0.2
Cc1cc(S(=O)(=O)N2CCOCC2)ccc1OCC(=O)Nc1ccccc1F,11,-0.2,6,-5,1,-3,-4,-5,-3,-0.5
Cn1c(=O)c2c(nc(NCc3ccco3)n2CC(O)CO)n(C)c1=O (stereo unspecified),/,-3.9,2,3,8,5,0,1,/,1.1
CS(=O)(=O)N(CCc1ccccc1)CC(=O)Nc1ccccc1,7,0.7,0,0,1,-3,5,2,-2,-1.2
Cc1cccc(NC(=O)C2CCN(S(=O)(=O)c3c(C)[nH]c(=O)[nH]c3=O)CC2)c1,2,-2.7,-7,0,5,-4,2,-6,-6,-0.1
CC(=O)C1=C(O)CCC1=N,-7,1.5,4,-4,3,/,2,8,0,0.2
O=C1OCCC1Sc1nc2cc(Cl)ccc2s1 (stereo unspecified),6,-0.3,9,9,-1,2,12,12,-1,/
O=C(OCC(=O)N1CCCCC1)c1cccs1,83*,-1.1,-13,4,6,5,3,7,-2,-0.2
Cc1noc(C)c1COc1ccc(C(=O)N2CCN(c3ccccc3O)CC2)cc1,/,-5.3,23,0,-3,2,0,-1,-2,-0.8
C/C=C(/C)C(=O)OC1c2c(ccc3ccc(=O)oc23)OC(C)(C)C1OC(C)=O (stereo unspecified),-3,2.7,3,-6,0,-3,-3,8,-4,-1.3
O=C1NC(=O)/C(=C\c2ccsc2)N1,-6,0.6,0,1,1,-9,-1,-8,1,-2.8
O=C(CC(c1ccccc1)c1ccccc1)NCC1CCCO1 (stereo unspecified),6,-0.7,11,-1,2,/,0,-2,-2,-1.5
CC1CCCN(CCCNC(=O)c2nn(C)c3c2CS(=O)(=O)c2ccccc2-3)C1 (stereo unspecified),10,-2.9,-4,2,-7,3,-2,-1,8,-1.1
Cc1ccc(NS(=O)(=O)c2ccc3c(c2)NC(=O)C(C)C(=O)N3)c(Br)c1 (stereo unspecified),/,1.4,0,-1,3,0,-2,-8,0,0.1
CC(C)NC(=O)C1CCN(C2CCN(C(=O)Cc3ccc4c(c3)OCO4)CC2)CC1,1,0.4,-3,5,-8,0,-3,-2,5,-0.8
CC1CCCN(S(=O)(=O)c2ccc(C(=O)Nc3ccccc3-c3nc4ccccc4[nH]3)cc2)C1 (stereo unspecified),-3,-0.2,-1,2,-11,/,-2,11,-4,-0.6

# Fetched by structure from the list above (four):
SMILES,MITF TRPM1 HTS,CDK5 inh,Tat export inh,RTF Ca sens act,dFosB activator,Wnt act,V-ATPase pHluor,Rtt109 HAT inh,CAL PDZ FP-1,CAL PDZ FP-2
Cc1ccc(NS(=O)(=O)c2ccc3c(c2)NC(=O)C(C)C(=O)N3)c(Br)c1 (stereo unspecified),/,1.4,0,-1,3,0,-2,-8,0,0.1
CC(C)NC(=O)C1CCN(C2CCN(C(=O)Cc3ccc4c(c3)OCO4)CC2)CC1,1,0.4,-3,5,-8,0,-3,-2,5,-0.8
O=C(CC(c1ccccc1)c1ccccc1)NCC1CCCO1 (stereo unspecified),6,-0.7,11,-1,2,/,0,-2,-2,-1.5
CC1CCCN(CCCNC(=O)c2nn(C)c3c2CS(=O)(=O)c2ccccc2-3)C1 (stereo unspecified),10,-2.9,-4,2,-7,3,-2,-1,8,-1.1
